All columns: NCI-60 one-dose screen, growth in % after 48 h at 10 µM unless noted; 100 = growth as untreated, 0 = no growth, -100 = all killed.
UACC-257: UACC-257 melanoma. 78,000 compounds, 4.4% hits. AID 1794764
HS 578T: HS 578T breast cancer; 78,000 compounds, 4.1% hits
UACC-62: UACC-62 melanoma | AID 1794756 | 81,000 compounds, 5.4% hits
SK-MEL-2: SK-MEL-2 melanoma | AID 1794763 | 77,000 compounds, 4.7% hits
SK-MEL-28: SK-MEL-28 melanoma; 81,000 compounds, 4.1% hits
SK-MEL-5: SK-MEL-5 melanoma. 80,000 compounds, 6.4% hits. AID 1794755
MALME-3M: MALME-3M melanoma; AID 1794766; 78,000 compounds, 5.8% hits
LOX IMVI: LOX IMVI melanoma; 79,000 compounds, 7.4% hits; AID 1794757
The depositor's hits bear a star; x = no result given; & = joins results of further samples; [ ] = another dose, or the depositor's remark. The calls were made as follows: active = growth percent below 10; inactive = the rest. Random draw from the library (roughly 11% active in at least one column).

SMILES	UACC-257	HS 578T	UACC-62	SK-MEL-2	SK-MEL-28	SK-MEL-5	MALME-3M	LOX IMVI
CC[C@@](C)(NC(=O)C(C)(C)NC(=O)[C@@H](NC(=O)[C@@H]1CCCN1C(=O)C(C)(C)NC(=O)[C@H](CC(C)C)NC(=O)CNC(=O)C(C)(C)NC(=O)[C@@H](NC(=O)C(C)(C)NC(=O)[C@H](CCC(N)=O)NC(=O)[C@H](C)NC(=O)C(C)(C)NC(=O)[C@H](C)NC(=O)C(C)(C)NC(=O)[C@H](C)NC(=O)C(C)(C)NC(C)=O)C(C)C)C(C)C)C(=O)N[C@@H](CCC(N)=O)C(=O)N[C@@H](CCC(N)=O)C(=O)N[C@H](CO)CC1CCCCC1	x	47[5 µM]	31[5 µM]	-22*[5 µM]	27[5 µM]	-43*[5 µM]	-18*[5 µM]	0.8*[5 µM]
CCn1cc(C(=O)O)c(=O)c2cc(F)c(N3CCNCC3)cc21	106	111	x	113	115	99	x	99
O=C(Nc1ccccc1)C1=CNCCS1	99	90	93	111	112	97	102	92
CCCCC#Cc1c(/C=C(\CCCC)SCC)n(C)c(=O)[nH]c1=O	99	96	90	67	118	99	112	97
CCCCCN1C(=O)/C(=c2\sc3n(c2=O)NC2C(N=3)N(CC)C(=O)N2CC)c2cc(C)ccc21 (configuration not stated)	100	101	77	106	108	99	99	94
CC(C)CC(CC(C)C)N(C)C(C)(C)O	98	110	110	93	111	105	121	95
COc1ccc(Cc2cc(-c3ccccc3)nn(Cc3ccccc3)c2=O)cc1OC	34	67	31	36	59	-3.5*	23	48
CC(C)(CC=O)c1ccccc1	78	99	113	90	101	101	114	97
COc1ccc(CNCCCN2C(=O)c3ccc4c5c(ccc(c35)C2=O)C(=O)N(CCCNCc2ccc(OC)c(OC)c2OC)C4=O)c(OC)c1OC	-98*	-38*	-78*	-88*	-93*	-98*	-79*	-85*
Cc1nn(-c2ccc(Cl)cc2)c(=O)n1CCn1c(C)nc2ccccc21	108	101	110	99	110	106	105	132
O=C(O)CCCN1C(=O)/C(=C/c2cnc(-c3ccc(Cl)cc3)s2)SC1=S	87	90	31	77	45	73	80	26
CN(CC(=O)c1ccc(Cl)cc1)Cc1ccccc1	x	118	110	x	108	98	114	101
O=c1c2ccccc2sc2c(NCCN3CCOCC3)nc3ccccc3c12	80	53	33	102	69	55	52	5.7*
C#C[C@]1(O)CC[C@H]2[C@@H]3CC=C4c5sc(Nc6cccc(C(=O)O)c6)nc5CC[C@]4(C)[C@H]3CC[C@@]21C	98	77	89	125	89	97	106	110
COc1ccc(-c2nc3sccn3c2-c2ccnc(NCCCNS(=O)(=O)c3ccc(C)cc3)n2)cc1	40	66	11	26	42	-5.2*	55	11
CC(=O)Nc1nc(-c2ccc([N+](=O)[O-])cc2)c(CCC=O)c(=O)[nH]1	103	133	112	x	101	101	95	97
N#C/C(C(=O)c1ccccc1)=C1/C(=O)Nc2ccc([N+](=O)[O-])cc21	97	90	64	93	98	77	103	100
O=[N+]([O-])c1ccc(N=Nc2c(NNc3ccc([N+](=O)[O-])cn3)cc(S(=O)(=O)O)c3ccccc23)nc1	101	x	86	108	104	92	129	58
CCCCCCCCCCCCCCCCCC1=CCCN1C(=S)Nc1ccccc1	110	113	67	95	99	77	100	83
COc1cc(-c2nc3c(c(C)nn3-c3ccc(F)cc3)c(=O)[nH]2)cc(OC)c1OC	111	107	x	104	113	102	99	89
Nc1ncnn1Cc1ccccc1	93&96	101&102	102&108	104&104	101&106	98&107	102&105	97&91
COc1cc(Cl)c(C=O)cc1OC	79	107	103	102	100	97	101	90
O=c1cc2oc3cc(O)c(O)cc3c(-c3ccccc3O)c-2cc1O	130	x	80	110	82	74	105	65
CCN(CC)S(=O)(=O)c1ccccc1	100	105	110	100	113	103	101	95
COc1ccc(C[n+]2c3ccccc3n3c4ccc([N+](=O)[O-])cc4ccc32)c(OC)c1OC	102	104	95	96	90	35	92	93

Copied from the list:
Under SK-MEL-2, O=c1c2ccccc2sc2c(NCCN3CCOCC3)nc3ccccc3c12 has the entry 102
Under HS 578T, COc1cc(Cl)c(C=O)cc1OC has the entry 107

New compounds follow:
SMILES	UACC-257	HS 578T	UACC-62	SK-MEL-2	SK-MEL-28	SK-MEL-5	MALME-3M	LOX IMVI
CCOC(=O)c1sc2ccc(N)cc2c1NC(=O)c1ccc(C)cc1	105	101	102	103	117	99	117	92
Cc1cc(N(CCNc2ccnc3cc(Cl)ccc23)Cc2ccc3c(c2)OCO3)nc(N2CCCC2)n1	x	6.3*	18	-40*	-59*	-97*	-73*	-81*
COc1ccc(-c2nn(Cc3ccccc3)c3c2-c2oncc2CC3)cc1OC	90	x	87	125	105	102	138	86
COc1ccc(/C=c2\c(=O)n(-c3ccccc3)c3nn4c(n23)=NNC(C)=C(C(=O)c2ccccc2)C4c2ccc(OC)cc2)cc1 (configuration not stated)	107	97	97	105	106	90	98	96
CC(C)COC(=O)c1ccccc1C(=O)OC1CCCCC1	97	100	98	102	104	97	x	101
COc1cc(C)cc2c1C(C)(C)CCC2(C)C	x	106	102	101	113	106	105	99
NS(=O)(=O)Oc1ccc(NC(=O)C23CC4CC(CC(C4)C2)C3)cc1	x	105	78	91	102	97	102	99
CCCCCNC(=O)C(O)C(O)C(=O)NCCCCC (configuration not stated)	95	101	98	105	93	96	103	102
COc1cccc(-c2cc(=O)c3cc(Cl)cc(N[C@@H](C)c4ccccc4)c3o2)c1N	102	106	84	106	111	101	97	90
CCOC(=O)c1c(Nc2ccccc2)nn2c(-c3ccco3)c(C#N)cnc12	112	72	91	90	91	91	95	81
CCn1cc(-c2ccnc(NCCNS(=O)(=O)c3cccc4ccccc34)c2)c(-c2cccc(OC)c2)n1	99	88	82	98	111	84	91	102
Clc1ccc(-c2nc(-c3ccc(Cl)cc3)c3ccccc3n2)cc1	104	107	90	108	108	96	88	82
CC1=C(C(=O)Nc2ccc(F)cc2)C(c2ccc(C)cc2)n2ncnc2N1 (configuration not stated)	96	110	88	89	112	99	98	100
O=C(O)c1cc(=O)c2c(OCC(O)COc3cccc4oc(C(=O)O)cc(=O)c34)cccc2o1	106	127	102	106	114	102	104	100
COC(=O)c1c2c(n3ccc(C)cc13)C(=O)c1ccccc1C2=O	72	78	78	72	99	29	62	58
O=c1oc2c(cnc3ccccc32)cc1-c1ccc([N+](=O)[O-])cc1	101	101	96	93	106	102	103	97
COc1ccc(-c2cc(=O)[nH]c3c(OC)c4ccccc4c(OC)c23)cc1	74	-6.7*	21	28	57	19	51	47
COc1cc(CCn2nnc3c(NCCCN4CCOCC4)ncnc32)cc(OC)c1	113	96	99	108	102	99	98	104
Cc1ccc(C(=O)NN2C(=O)/C(=C/C=C/c3ccco3)SC2=S)cc1	91	97	85	x	94	x	94	100
O=c1c2ccccc2c2ccccc2c(=O)n1CCN1CCOCC1	109	106	96	97	109	106	95	98
Cc1ccc(S(=O)(=O)n2cc(/C=N/NC(=O)c3ccc(S(N)(=O)=O)cc3)c3ccccc32)cc1	92	99	79	95	99	96	84	77
CCOC(=O)c1nc2c3ccccc3cnn2c1C(=O)c1ccc(OC)cc1	95	101	96	107	120	97	102	94
COc1cc(N=Cc2sc(Nc3nccs3)nc2O)cc(OC)c1OC	93	81	75	74	84	88	79	x
CCOC(=O)c1nc(Nc2ccc(NC(=O)Nc3ccc(OC)cc3)cc2)c2ccccc2n1	103	98	99	101	103	101	95	99
Oc1ccccc1-c1nc2c(n1-c1ccccc1)-c1cccc3cccc-2c13	106	94	80	115	108	94	99	74

New compounds follow.
SMILES	UACC-257	HS 578T	UACC-62	SK-MEL-2	SK-MEL-28	SK-MEL-5	MALME-3M	LOX IMVI
COc1cc(C(=O)O)nc(SC)n1	112	100	95	108	108	103	87	93
Cn1cc(-c2nnc(N)nc2-c2c[nH]c3ccc(F)cc23)c2cc(Br)ccc21	51	7.9*	30	12	60	4.5*	42	29
CN(C)CCC(OC(=O)C(c1ccccc1)c1ccccc1)c1ccccc1 (configuration not stated)	87	79	87	87	87	68	94	76
N#Cc1c(C(F)(F)F)cc(Nc2ccc3nc(NCCN4CCCC4)oc3c2)n2c1nc1ccccc12	x	100	78	84	73	70	x	62
O=c1/c(=C/c2cn(-c3ccccc3)nc2-c2ccccc2)sc2nc(Cc3ccccc3)nn12	94	100	95	99	103	97	91	104
CCOC(=O)NC1=NCC(C)S1 (configuration not stated)	107	159	110	115	119	101	131	98
[2H]c1c([2H])c(C2([2H])C([2H])([2H])NC([2H])([2H])C([2H])([2H])C2([2H])[2H])c([2H])c([2H])c1-n1cc2cccc(C(N)=O)c2n1 (configuration not stated)	93	86	84	123	113	95	90	83
CC1=NC(=O)C(C)(c2ccccc2)N1CCc1ccccc1 (configuration not stated)	108	118	80	103	104	102	100	99
CC(N)C(O)(c1ccccc1)c1ccccc1 (configuration not stated)	97	108	74	100	113	101	92	94
CC(C)c1ccc(NC(=O)Nc2ccc(NC(=O)CCCC(=O)Nc3ccccc3O)cc2)cc1	92	81	82	66	97	97	62	88
COc1cccc(CNc2c3ccccc3nc3ccccc23)c1	55	56	63	68	81	58	44	20
COc1ccccc1N1CCCSC1=Nc1ccccc1	44	117	100	121	96	97	x	93
NC(=O)C(CCc1nc2ccccc2[nH]1)NS(=O)(=O)c1ccccc1 (configuration not stated)	101	101	104	110	105	104	102	104
COc1ccc(-c2nc(-c3ccccc3)c(-c3ccccc3)n2CCc2ccc(S(N)(=O)=O)cc2)cc1O	100	117	96	106	103	100	98	102
NS(=O)(=O)c1cccc(NC(=O)C(=O)C2C(=O)Nc3ccccc32)c1 (configuration not stated)	100	101	94	113	107	97	102	96
O=C1NC(=O)c2ncccc21	102	124	112	x	110	95	114	101
COc1cc(/C=N/n2cnc3c(c(C)nn3-c3ccccc3)c2=N)ccc1O	106	82	97	113	126	96	126	93
CCOC(=O)n1cc(-c2nonc2-c2cn(C)c3ncccc23)c2cc(F)ccc21	91	79	62	93	102	81	84	84
Cc1cccc(NC(=O)OC(C)C)c1C	107	99	102	124	105	109	131	105
O=C(Nc1nc(-c2ccccc2Cl)cs1)c1cc(-c2ccc(Cl)cc2)nc2ccc(Cl)cc12	67	15	38	11	53	-25*	42	15
CN(C)c1ccc(/C=N/N=C(\C#N)[S][Sn]([Cl])([c]2ccccc2)[c]2ccccc2)cc1	21	62	35	40	-49*	37	-51*	-93*
N[C@@H](Cc1ccccc1)[C@@H](O)C(=O)O	106	102	96	114	105	102	102	103
COc1ccc(N)cc1C(=O)Nc1cccc(-c2cc(=O)c3c(OC)c(OC)c(OC)cc3o2)c1	99	58	61	89	87	41	89	44
Cc1ccc(CNc2ncnc3[nH]ncc23)cc1	104	95	104	128	116	x	111	101
CC1CN(S(=O)(=O)c2oc(-c3ccc(Cl)cc3)nc2C#N)CC(C)O1 (configuration not stated)	87	99	97	76	98	93	46	8.2*

Following part.
SMILES	UACC-257	HS 578T	UACC-62	SK-MEL-2	SK-MEL-28	SK-MEL-5	MALME-3M	LOX IMVI
COc1c2c(cc3c1C(CCc1ccccc1)N(C)CC3)OCO2 (configuration not stated)	17	11	-24*	-18*	-5.4*	-98*	-66*	-92*
O=C(Nc1ccccc1)Nc1cc2ccccc2c2ccccc12	113	134	94	113	108	104	125	106
COc1ccc(S(=O)(=O)NCCCNc2cc(-c3cn(C(C)(C)C)nc3-c3ccccc3)ccn2)cc1	82	87	65	92	95	60	98	53
O=c1[nH]nc(-c2cc(-c3ccccc3)nc3ccccc23)o1	93	109	90	98	106	91	105	92
COc1ccc(-n2c(SCC(=O)Nc3ccc(S(=O)(=O)Nc4nccs4)cc3)nc3ccccc3c2=O)cc1	99	77	67	97	95	72	92	84
CSc1nncc(-c2ccccc2)n1	94	98	101	114	106	102	108	101
O=C1NN(c2ccccc2)C(c2ccc(Cl)c(Cl)c2)N2CCC[C@@H]12 (some centres not stated)	97	100	41	77	102	97	92	46
Nc1nc2c(c3ncncc13)C(c1cccc(C(F)(F)F)c1)Cc1ncncc1-2 (configuration not stated)	68	18	43	48	64	21	66	37
C=CCSC1=NC2C(N(C)C(=O)N2C)N1/N=C/C=C/c1ccccc1OC (configuration not stated)	96	108	83	104	101	93	111	90
COC(=O)/C=C/c1cc(O)c2oc(-c3ccc(O)c(O)c3)c(C(=O)OC)c2c1	60	18	37	43	57	-13*	57	19
Cn1c(=O)c2c(nc(Cc3ccccc3)n2CCO)n(C)c1=O	87	x	x	121	125	114	119	111
CCCCCCCCC(C)(O)CC (configuration not stated)	103	x	100	95	102	104	91	99
Clc1nc2ccccc2cc1Cn1nnnc1SCc1ccccc1	87	85	73	81	108	51	89	74
Cc1ccc(C)c(-c2csc(Nc3ccc(C)c(C)c3)n2)c1	-59*	58	49	32	-93*	-92*	-86*	-68*
O=S(=O)(OCC(O)C(O)C(O)C(O)COS(=O)(=O)c1ccccc1)c1ccccc1 (configuration not stated)	99	100	105	99	99	103	103	99

Filtered by structure: the compounds so far with a COOH group
SMILES	UACC-257	HS 578T	UACC-62	SK-MEL-2	SK-MEL-28	SK-MEL-5	MALME-3M	LOX IMVI
CCn1cc(C(=O)O)c(=O)c2cc(F)c(N3CCNCC3)cc21	106	111	x	113	115	99	x	99
O=C(O)CCCN1C(=O)/C(=C/c2cnc(-c3ccc(Cl)cc3)s2)SC1=S	87	90	31	77	45	73	80	26
C#C[C@]1(O)CC[C@H]2[C@@H]3CC=C4c5sc(Nc6cccc(C(=O)O)c6)nc5CC[C@]4(C)[C@H]3CC[C@@]21C	98	77	89	125	89	97	106	110
O=C(O)c1cc(=O)c2c(OCC(O)COc3cccc4oc(C(=O)O)cc(=O)c34)cccc2o1	106	127	102	106	114	102	104	100
COc1cc(C(=O)O)nc(SC)n1	112	100	95	108	108	103	87	93
N[C@@H](Cc1ccccc1)[C@@H](O)C(=O)O	106	102	96	114	105	102	102	103
